Screening results deposited in PubChem BioAssay by Broad Institute.
XiGFP reactiv – reactivates the inactive X chromosome in mouse fibroblasts; XiGFP mouse fibroblasts, % GFP-positive cells imaging, 3 d; cells co-treated with 5-aza-dC sensitizer; scaled so ellipticine positive control = 100%; activation, % at 7.58 µM; actives 0.055% (n = 360,000); AID 743238;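 active = mean normalized replicate activation at least 10% and every replicate at or above 10%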;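 also: 0% = median of on-plate neutral control wells and 100% = ellipticine 6 µM median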
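System: 68-5-11 XiGFP fibroblast line | Buffer or medium: DMEM containing 5-aza-dC | Compound: Single point | Times: Compounds 3 days, fix/stain 15 min at room temperature | Benchmarks: Positive control ellipticine, 6 µM final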
GSIS activator – primary screen for activators of insulin secretion dependent on glucose, INS-1E cells, GLuc reporter luminescence. activation, % at 16.6 µM. actives 0.61% (n = 370,000). INS-1E GLuc reporter insulin secretion, 2-3 h;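 active = lowest replicate activation of at least 40%, so every replicate reaches that level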;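 also: 0% = median of neutral control wells and 100% = median of IBMX positive control wells; some compounds called inactive have numbers as strong as hits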
ARNT TACC3 PPI – disruptors of human ARNT/TACC3 interaction; actives 0.66% (n = 390,000); AID 623870; inhibition, % at 9.99 µM; AlphaScreen His-ARNT PAS-B/GST-TACC3 binding, luminescence; TACC3 fragment carries E629A point mutation; Q9Y6A5;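 active = mean inhibition of replicates at least 50% and at least half of replicates each reaching 50%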;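 also: 0% = complete ARNT plus TACC3 wells and 100% = ARNT alone without TACC3; many hits fall short of the cut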
CFTR F508del cor – CFTR F508del correction in bronchial cells | CFBE cells, YFP halide quenching; stimulated with forskolin plus potentiator P3; % fluorescence drop versus neutral controls | activity (quench increase), % at 7.58 µM | actives 0.36% (n = 350,000);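 active = mean added fluorescence quench of at least 8% versus neutral control, with both replicates also reaching 8%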;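 also: cells transiently co-express mutant CFTR-F508del with the halide-sensitive YFP; corrector assay measuring rescue of mutant channel to the surface after 24 h compound exposure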
RAD54 inh – blocks human RAD54 Holliday junction branch migration. inhibition, % at 10.4 µM. actives 0.14% (n = 360,000). Q92698. FAM/BHQ fluorescence;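 active = mean normalized replicate activity at least 40 and at least half of replicates scoring 40 or more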;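 also: 0% = median of neutral control wells and 100% = median of positive control wells; inhibitors cause a drop in the FAM fluorescence signal; in these data hits start at about 50%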
RAD52 anneal inh – inhibitors of human RAD52 DNA annealing | recombinant RAD52 DNA annealing, FRET fluorescence | inhibition, % at 18.7 µM | AID 651710 | actives 0.46% (n = 360,000);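 active = every replicate showing at least 50% inhibition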
esBAF inh – SWI/SNF esBAF complex inhibition. AID 602393. reporter increase, % at 12.5 µM. actives 2% (n = 350,000). mouse ES cells, Bmi1-luciferase knock-in reporter, 24 h; 100% = twice the neutral-well signal; in the data active = activation above about 40%;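 also: 0% = median of the plate's neutral control wells and 100% = double that signal; a rise in the Bmi1 reporter signal indicates esBAF inhibition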
ERAP1 HTS inh – blocks human ERAP1 aminopeptidase activity; Q9NZ08; recombinant ERAP1, Leu-AMC fluorescence, 60 min; inhibition, % at 10.7 µM; actives 0.15% (n = 340,000);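 active = mean replicate inhibition of at least 30%, or all replicates individually reaching that 30% level; inactive = mean below 30% and not every replicate reaching it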;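 also: 0% = neutral control wells and 100% = L-leucinethiol positive control wells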
Target sequence (Q9NZ08 whole entry, looked up): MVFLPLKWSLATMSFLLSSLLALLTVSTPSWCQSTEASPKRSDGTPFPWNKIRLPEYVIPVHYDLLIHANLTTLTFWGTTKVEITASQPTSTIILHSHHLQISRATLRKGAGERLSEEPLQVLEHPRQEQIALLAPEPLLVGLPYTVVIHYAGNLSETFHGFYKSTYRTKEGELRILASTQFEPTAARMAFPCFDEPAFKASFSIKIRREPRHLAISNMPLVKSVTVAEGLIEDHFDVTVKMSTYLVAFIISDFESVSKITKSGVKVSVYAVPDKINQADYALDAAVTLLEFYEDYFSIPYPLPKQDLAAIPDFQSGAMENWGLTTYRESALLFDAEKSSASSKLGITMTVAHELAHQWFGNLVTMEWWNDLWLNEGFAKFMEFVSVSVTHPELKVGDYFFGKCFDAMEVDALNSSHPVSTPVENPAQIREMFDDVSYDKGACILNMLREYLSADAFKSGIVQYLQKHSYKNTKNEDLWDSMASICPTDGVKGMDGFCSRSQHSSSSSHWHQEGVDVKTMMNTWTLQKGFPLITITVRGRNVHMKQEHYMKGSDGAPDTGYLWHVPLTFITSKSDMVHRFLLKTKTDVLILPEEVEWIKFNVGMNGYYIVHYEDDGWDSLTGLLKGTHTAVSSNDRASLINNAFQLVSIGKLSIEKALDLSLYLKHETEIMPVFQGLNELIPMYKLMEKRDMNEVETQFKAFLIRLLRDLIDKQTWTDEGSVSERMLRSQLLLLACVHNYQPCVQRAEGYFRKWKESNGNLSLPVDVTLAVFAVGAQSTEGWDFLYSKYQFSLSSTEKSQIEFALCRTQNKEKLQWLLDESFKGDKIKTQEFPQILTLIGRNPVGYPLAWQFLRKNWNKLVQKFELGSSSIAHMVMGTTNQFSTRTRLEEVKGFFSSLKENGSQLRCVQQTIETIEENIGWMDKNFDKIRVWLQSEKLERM
The depositor's hits bear a star; x = no result given; & = joins results of further samples.

Start of the data: the first 2 entries, ahead of the listing:
item | molecule | XiGFP reactiv | GSIS activator | ARNT TACC3 PPI | CFTR F508del cor
1 | Cc1cc(S(=O)(=O)NCc2ccncc2)c(C)cc1Br | 0.3 | -62 | -6 | -1.8
2 | C[C@H](CO)N1C[C@H](C)[C@@H](CN(C)Cc2ccc(Oc3ccccc3)cc2)Oc2c(NS(C)(=O)=O)cccc2C1=O | -0.1 | -21 | 0 | -0.7

item | RAD54 inh | RAD52 anneal inh | esBAF inh | ERAP1 HTS inh
1 | -3 | -28 | -18 | 0
2 | 4 | 6 | -2 | -2

Main list, previewed entries included:
item | molecule | XiGFP reactiv | GSIS activator | ARNT TACC3 PPI | CFTR F508del cor
1 | Cc1cc(S(=O)(=O)NCc2ccncc2)c(C)cc1Br | 0.3 | -62 | -6 | -1.8
2 | C[C@H](CO)N1C[C@H](C)[C@@H](CN(C)Cc2ccc(Oc3ccccc3)cc2)Oc2c(NS(C)(=O)=O)cccc2C1=O | -0.1 | -21 | 0 | -0.7
3 | COc1cccc(-c2csc(NC(=O)C3CC3)n2)c1 | 0.0 | -15 | 8 | -0.3
4 | O=C(CCS(=O)(=O)c1ccc(Br)cc1)NCCc1ccccc1 | 0.0 | 15 | -4 | 2.5
5 | CC1(C)S[C@@H]2[C@H](NC(=O)Cc3ccccc3)C(=O)N2[C@H]1C(=O)O | 0.1&0.1 | -1&18 | -8&-6 | -0.5&1.2
6 | O=c1cc(-c2ccccc2Cl)c2c([nH]1)CCC2 | 0.0 | x | 0 | 2.3
7 | O=C(N/N=C/c1cc([N+](=O)[O-])ccc1O)c1cccc(N2CCCC2=O)c1 | -0.1 | 17 | 78* | 2.0
8 | COc1ccc(C)cc1S(=O)(=O)N1CCN(C(=O)c2ncoc2-c2cccc(F)c2)CC1 | 0.2 | -15 | -1 | -1.1
9 | CC(C)CCNC(=O)c1ccc(Cn2c(=S)[nH]c3ccccc3c2=O)cc1 | 0.0 | -1 | -5 | -1.9
10 | CC(=O)N(C)C[C@H]1Oc2ncc(C#CC3(O)CCCC3)cc2C(=O)N([C@H](C)CO)C[C@H]1C | 0.0 | 2 | -7 | 1.3
11 | O=S(=O)(c1ccc(F)cc1)N1CCCCN2[C@H](CO)[C@H](c3ccc(C#CC4CC4)cc3)[C@@H]2C1 | 0.1 | -1 | 7 | -0.3
12 | CC(=O)N(C)C[C@@H]1[C@@H](c2ccccc2)[C@H](CO)N1C(=O)C1CC1 | 0.1 | 4 | -10 | -0.4

item | RAD54 inh | RAD52 anneal inh | esBAF inh | ERAP1 HTS inh
1 | -3 | -28 | -18 | 0
2 | 4 | 6 | -2 | -2
3 | 16 | -8 | 61* | -2
4 | 2 | -31 | -1 | 2
5 | -7&1 | -22&-12&-9 | -2&-3 | -1&-1&-1
6 | 2 | -46 | 1 | 5
7 | -2 | -16 | -6 | 5
8 | -11 | -19 | 0 | 0
9 | 2 | -9 | -3 | 1
10 | 0 | 1 | 0 | 4
11 | -9 | -23 | 3 | 1
12 | 1 | -9 | 3 | -3

Further compounds:
item | molecule | XiGFP reactiv | GSIS activator | ARNT TACC3 PPI | CFTR F508del cor
13 | O=C(Nc1ccc2oc(-c3ccncc3)nc2c1)c1ccccc1 | 0.0 | 8 | -1 | -1.3
14 | COCCNC(=O)C[C@@H]1C[C@H]2c3cc(NC(=O)C4CCC4)ccc3O[C@H]2[C@H](CO)O1 | 0.2 | 2 | 6 | -2.0
15 | O=C(C1=C(O)C(=O)N(Cc2cccnc2)C1c1ccccn1)c1cccs1 (configuration not stated) | -0.1 | 0 | 42 | 0.3
16 | O=C(C[C@@H]1CC[C@H]2[C@@H](COC[C@@H](O)CN2Cc2cccc(Cl)c2)O1)N1CCCCC1 | 0.0 | 4 | -4 | -2.0
17 | Nc1nc2n(n1)C(=O)CC(c1ccccc1[N+](=O)[O-])N2 (configuration not stated) | 0.1 | -7 | 1 | 3.0
18 | CCc1cc2c(=O)[nH]cnc2s1 | x | 19 | -5 | x
19 | C=CCNC(=O)C12CCC(C)(C(=O)C1Br)C2(C)C (configuration not stated) | -0.1 | -7 | -4 | x
20 | CO[C@@H]1CN(C)C(=O)c2cc(NC(=O)NC3CCCCC3)ccc2OC[C@H](C)N(C(C)=O)C[C@@H]1C | 0.0 | 7 | 3 | 0.5
21 | O=C(C[C@@H]1CC[C@H]2[C@@H](COC[C@@H](O)CN2CCc2ccccc2)O1)N1CCC(Cc2ccccc2)CC1 | -0.2 | -41 | x | 0.2
22 | O=C(CSc1nc2ccccc2n1CCc1ccccc1)N1CCOCC1 | 0.0 | 29 | 20 | x
23 | Cn1nc(-c2ccccc2)c(C(=O)NC(C(=O)O)c2ccccc2)c1Cl (configuration not stated) | 0.0 | -1 | -1 | -0.7
24 | C[N+]1(C2CCC3CCC2C3O)CCCC1 (configuration not stated) | 0.1 | 17 | -4 | 0.9

item | RAD54 inh | RAD52 anneal inh | esBAF inh | ERAP1 HTS inh
13 | 1 | -2 | 11 | 0
14 | 4 | -1 | 2 | -1
15 | x | -18 | x | 4
16 | 2 | -5 | 24 | -1
17 | x | -8 | x | -1
18 | 7 | x | 0 | x
19 | -8 | x | x | x
20 | -4 | 5 | -3 | -1
21 | 6 | 0 | -10 | 1
22 | x | -6 | x | 2
23 | x | -5 | x | -6
24 | -9 | -15 | x | 12

(list continues)
item | molecule | XiGFP reactiv | GSIS activator | ARNT TACC3 PPI | CFTR F508del cor
25 | O=C1COc2ccc(C(=O)COC(=O)Cc3ccccc3F)cc2N1 | 0.0 | 4 | 8 | -2.3
26 | COc1cccc(C(=O)Nc2ccc3c(c2)C(=O)N(C)C[C@@H](OC)[C@H](C)CN(CCc2ccccc2)[C@H](C)CO3)c1 | 0.7 | -50 | -8 | 2.7
27 | CCCCc1nc2cc(C(=O)N3CCC(OC)CC3)ccc2o1 | 0.2 | 14 | -2 | 2.1
28 | CNc1c(NS(=O)(=O)c2ccc3c(c2)CCCC3)c(=O)oc2ccccc12 | 0.0 | 5 | -12 | -0.4
29 | CN(C(=O)c1ccc(NC(=O)Cc2cccc(NC(=O)C3CCCN(C(=O)C4CC4)C3)c2)cc1)C1CCCC1 (configuration not stated) | 0.1 | x | 0 | -0.4
30 | Cc1ccc(C)c(C(=O)OCC(=O)N(C)c2ccccc2)c1 | 0.0 | 6 | 0 | -0.4
31 | COC(=O)c1ccccc1COc1cccn2c(N(C)Cc3cccs3)c(C)nc12 | -0.1 | -2 | x | 1.5
32 | CCCCOCCCNCC(=O)Nc1ccc(S(N)(=O)=O)cc1 | 0.0 | -15 | 0 | 2.8
33 | COc1ccc(S(=O)(=O)Nc2ccc3c(c2)C(=O)N([C@H](C)CO)C[C@H](C)[C@@H](CN(C)C(=O)c2ccccc2)OCCCC[C@H](C)O3)cc1 | 0.3 | -24 | -3 | 1.9
34 | CCOC(=O)c1sc(NC(=O)Nc2ccccc2Cl)cc1C | 0.1 | -25 | -1 | x
35 | CN1CCN(NC(=O)Nc2ccc(Br)cc2)CC1 | 0.0 | -10 | -11 | -0.4
36 | Cc1ccsc1/C=N/NC(=O)c1ccc([N+](=O)[O-])cc1 | 0.0 | -5 | 2 | x

item | RAD54 inh | RAD52 anneal inh | esBAF inh | ERAP1 HTS inh
25 | x | -11 | x | 0
26 | 4 | 18 | 12 | x
27 | -7 | -18 | 22 | 4
28 | -14 | 6 | 4 | -5
29 | -7 | -27 | 8 | 0
30 | -7 | 1 | -3 | -1
31 | -4 | -16 | 22 | -10
32 | x | -13 | x | -3
33 | 1 | -25 | 2 | 1
34 | -1 | x | x | x
35 | 14 | -12 | x | 1
36 | x | -14 | x | 5

Other entries
item | molecule | XiGFP reactiv | GSIS activator | ARNT TACC3 PPI | CFTR F508del cor
37 | COc1ccc(S(=O)(=O)Nc2ccc3c(c2)[C@@H]2C[C@@H](CC(=O)O)O[C@H](CO)[C@@H]2O3)cc1 | 0.1 | 11 | -7 | 1.9
38 | Cc1ccc(C)c(OCCC(=O)OCC(=O)N(C)c2c(N)n(Cc3ccccc3)c(=O)[nH]c2=O)c1 | 0.2 | 3 | 19 | -2.8
39 | Cc1noc(C)c1NC(=O)N[C@H]1CC[C@H](CCNC(=O)C2CCC2)O[C@@H]1CO | 0.2 | 12 | -7 | 1.7
40 | COc1ccccc1/C=C1\SC(N2CCC(C)CC2)=NC1=O | -0.1 | -33 | -7 | 0.0
41 | CCN1CCN(C(=S)Nc2cccc([N+](=O)[O-])c2)CC1 | 0.1 | -14 | 2 | -0.9
42 | NNC(=O)c1oc2nc(-c3ccccc3)cc(-c3ccco3)c2c1N | 0.0 | x | x | 1.6
43 | O=C(CN1C(=O)NC2(CCCCCC2)C1=O)Nc1ccc([N+](=O)[O-])cc1 | 0.0 | x | -5 | -0.7
44 | Cc1cccc(-n2nnnc2-c2cnccc2C(F)(F)F)c1C | 0.0 | x | -1 | -0.4
45 | C[C@@H]1CCCCO[C@H](CN(C)Cc2ccccc2)[C@@H](C)CN([C@H](C)CO)C(=O)c2cc(NC(=O)CCC(F)(F)F)ccc2O1 | 0.3 | 3 | 31 | -1.3
46 | COc1ccc(C(=O)c2c(O)cc(-c3ccc(OC)cc3)oc2=O)cc1 | 0.1 | x | -7 | x
47 | Cn1/c(=N/NC(=O)c2ccccc2F)sc2ccccc21 | 0.6 | -2 | -3 | -3.1
48 | O=C(N/N=C\c1ccccc1F)c1ccc(-c2ccccc2)cc1 | 0.1 | 20 | -1 | 2.0

item | RAD54 inh | RAD52 anneal inh | esBAF inh | ERAP1 HTS inh
37 | 1 | -7 | 5 | 0
38 | x | 1 | x | -1
39 | -6 | 10 | -6 | 1
40 | -12 | -3 | 3 | 4
41 | x | -14 | x | -5
42 | -1 | -10 | x | x
43 | 4 | 2 | -12 | 1
44 | x | -6 | x | x
45 | 3 | 7 | -12 | 1
46 | x | 2 | x | 3
47 | x | -3 | x | 3
48 | 14 | -8 | 39 | -2

Profiles as entered above. Order of screens: XiGFP reactiv, GSIS activator, ARNT TACC3 PPI, CFTR F508del cor, RAD54 inh, RAD52 anneal inh, esBAF inh, ERAP1 HTS inh
`CCN1CCN(C(=S)Nc2cccc([N+](=O)[O-])c2)CC1` in the list: 0.1, -14, 2, -0.9, x, -14, x, -5
`COc1ccc(S(=O)(=O)Nc2ccc3c(c2)[C@@H]2C[C@@H](CC(=O)O)O[C@H](CO)[C@@H]2O3)cc1` in the list: 0.1, 11, -7, 1.9, 1, -7, 5, 0

Next section
item | molecule | XiGFP reactiv | GSIS activator | ARNT TACC3 PPI | CFTR F508del cor
49 | CCOC(=O)Cc1csc(NS(=O)(=O)c2ccc(C(F)(F)F)cc2)n1 | 0.0 | x | x | -0.5
50 | C=CCn1c(=NC(=O)C2COc3ccccc3O2)sc2cccc(OC)c21 (configuration not stated) | 0.1 | -8 | 19 | 0.8
51 | COc1cc(/C=N/NC(=O)CC#N)ccc1Oc1nc(Cl)ncc1F | 0.2 | 15 | 1 | -8.6
52 | Cc1ccc(/C=C(\C#N)C(=O)Nc2cccc3ncccc23)o1 | -0.1 | -12 | 0 | -0.3
53 | C=CCOc1ccc(/C=C(\C#N)C(=O)Nc2ccccn2)cc1 | 0.0 | -16 | 0 | 0.2
54 | COc1ccc(NC(=O)CC(C(=O)O)C(C)c2ccccc2)cc1 (configuration not stated) | 0.3 | 11 | -3 | -2.7
55 | COc1cc2c(cc1OC)C(c1cccc([N+](=O)[O-])c1)=NCC2 | 0.1 | x | -9 | 2.2
56 | COCCNC(=O)CSc1cc(=O)n(C)c2cc(Cl)ccc12 | 0.1 | 5 | -3 | x

item | RAD54 inh | RAD52 anneal inh | esBAF inh | ERAP1 HTS inh
49 | -1 | -3 | x | -1
50 | x | -23 | x | -4
51 | -5 | -66 | 7 | 0
52 | -7 | -120 | x | -3
53 | -9 | -4 | 3 | 1
54 | 4 | -6 | -7 | -3
55 | 10 | -10 | 3 | 1
56 | x | -10 | x | 8
